MCF10A rereplic – DNA re-replication induction in MCF 10a cells; MCF 10A DNA re-replication, Hoechst nuclear intensity, 48 h; Potency, µM (titrated, usually from 46.1 µM), for inactives: at the top dose activity, positive = re-replication, usual class: activators; hit rate 2.9% among 350,000; AID 624296; further: % of control where 0% means no effect; nearly all actives have a fitted effect of over 50% in size
TGFb SMAD3 inh – TGF-b pathway inhibition. hit rate 1.2% among 410,000. HepG2 CAGA-GFP TGF-b/SMAD3 reporter, GFP fluorescence, 18 h; TGF-beta stimulated, 500 pg/mL final. Potency, µM (doses to about 46.1 µM), for inactives: at the highest dose activity, negative = inhibition, most hits filed as inhibitors. AID 588855; further: on the % scale 0 is the no-effect control and ±100 the full control effect; nearly all actives have a fitted effect of over 65% in size
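Smad-responsive CAGA-GFP expression was quantified in HEPG2 cells exposed to compounds and 500 pg/mL final TGF-beta for 18 h at 37 degrees C; unstimulated wells defined full inhibition.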
ATXN viability – viability counter-screen for ATXN expression inhibitors | S2 cells (HEK-293 line with an ATXN2-luciferase reporter) viability, CellTiter-Fluor protease fluorescence, 24 h | Potency, µM (doses to about 56.7 µM), most hits filed as cytotoxic | hit rate 0.49% among 400,000 | AID 651635; further: nearly all actives have a fitted effect of over 40% in size
EPAC2 antag – blocks human EPAC2 exchange factor; EPAC2 GEF exchange of Rap1B-BODIPY-GDP, fluorescence; Potency, µM (top dose mostly 114 µM), for inactives: at the top dose activity, negative = inhibition, hits mostly inhibitors; Q8WZA2; hit rate 0.18% among 360,000; AID 720708; further: on the % scale 0 is the no-effect control and ±100 the full control effect; nearly all actives have a fitted effect of over 45% in size; many of its hits are not listed in these tables
Target sequence (Q8WZA2 whole entry, looked up): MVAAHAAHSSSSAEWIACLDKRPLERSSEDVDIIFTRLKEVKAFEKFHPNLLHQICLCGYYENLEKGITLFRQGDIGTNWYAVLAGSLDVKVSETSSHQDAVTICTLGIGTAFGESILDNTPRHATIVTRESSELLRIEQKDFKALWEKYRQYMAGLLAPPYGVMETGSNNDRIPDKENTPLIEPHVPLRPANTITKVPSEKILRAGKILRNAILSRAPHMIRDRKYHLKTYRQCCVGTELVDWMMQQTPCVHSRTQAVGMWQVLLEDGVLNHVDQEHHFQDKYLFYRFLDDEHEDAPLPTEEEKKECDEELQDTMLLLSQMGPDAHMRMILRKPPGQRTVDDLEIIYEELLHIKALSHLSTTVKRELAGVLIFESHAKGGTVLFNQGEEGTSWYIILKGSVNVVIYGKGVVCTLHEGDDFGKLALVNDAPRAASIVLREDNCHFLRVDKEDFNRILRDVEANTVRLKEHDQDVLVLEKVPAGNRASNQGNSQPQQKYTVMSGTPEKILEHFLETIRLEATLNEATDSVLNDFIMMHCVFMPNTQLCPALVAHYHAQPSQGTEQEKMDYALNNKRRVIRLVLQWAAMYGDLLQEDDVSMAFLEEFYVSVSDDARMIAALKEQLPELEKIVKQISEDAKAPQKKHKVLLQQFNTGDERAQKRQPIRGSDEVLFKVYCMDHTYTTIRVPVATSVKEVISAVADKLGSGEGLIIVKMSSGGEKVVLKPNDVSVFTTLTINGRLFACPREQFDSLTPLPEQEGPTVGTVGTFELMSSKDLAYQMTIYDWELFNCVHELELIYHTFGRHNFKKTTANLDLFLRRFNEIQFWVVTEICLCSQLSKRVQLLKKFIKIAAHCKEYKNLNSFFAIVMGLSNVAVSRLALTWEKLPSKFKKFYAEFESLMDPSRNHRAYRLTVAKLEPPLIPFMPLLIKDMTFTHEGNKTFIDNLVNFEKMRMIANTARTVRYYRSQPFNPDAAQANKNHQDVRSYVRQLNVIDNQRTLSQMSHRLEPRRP
Nrf2 ARE act – activates Nrf2 signaling; Potency, µM (titrated, usually from 46.1 µM), without a hit: at the highest dose activation, usual class: activators; AREc32 ARE-luciferase reporter (MCF7-derived line), luminescence, 24 h; hit rate 0.31% among 410,000; further: % of control where 0% means no effect; nearly all actives have a fitted effect of over 65% in size
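AREc32 cells carrying an ARE-driven firefly luciferase, 1000 cells/well in OPTI-MEM with 5% FBS, dosed after overnight attachment and incubated 24 hr at 37 deg C. Steady-Glo luminescence read after 30 min at RT.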
A549 viability – counter-screen for Nrf2 inhibitors: cytotoxicity in A549 cells | A549 ARE-Fluc cells, CellTiter-Fluor viability, 18-24 h | hit rate 0.16% among 390,000 | Potency, µM (top dose mostly 46 µM), for inactives: at the top dose activity change, negative = cytotoxicity, actives largely listed as inhibitors; further: on the % scale 0 is the no-effect control and ±100 the full control effect
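Cytotoxicity counterscreen: CellTiter-Fluor fluorescence was measured in A549 ARE_Fluc cells after 18-24 h of compound exposure in a concentration series. The subsequent BugLite luminescent read reports ARE-luciferase activity.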
Nrf2 inh – blocks Nrf2 signaling. A549 ARE-Fluc reporter, luciferase luminescence, 18-24 h. Potency, µM (highest dose often 46 µM), without a hit: top-dose activity change, negative = inhibition, usual class: inhibitors. hit rate 2.1% among 360,000. AID 504444; further: on the % scale 0 is the no-effect control and ±100 the full control effect; nearly all actives have a fitted effect of over 60% in size
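Cells were seeded and rested 2 h, then exposed to compounds for 18-24 h. CellTiter-Fluor was read first as a viability measure. BugLite was added 15 min before the final luminescent read of ARE-luciferase activity in A549 cells.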
HepG2 viability – kills HepG2 cells in TGF-b inhibitor counter-screen | HepG2 CAGA-GFP viability, ATP luminescence, 18 h | Potency, µM (highest dose often 46.1 µM), inactives show at the highest dose activity change, negative = cytotoxicity, hits mostly cytotoxic | hit rate 0.76% among 410,000; further: some results filed as inactive show a strong effect at the top dose
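HepG2 CAGA-GFP cells (1000/well, DMEM with 1% FBS) received compound, then TGF-beta at 500 pg/mL final, and were incubated 18 hours at 37 degrees C. Viability was read by CellTiter-Glo luminescence. Media-only wells were set as complete cell-killing and DMSO as no toxicity.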
ATXN2 expr inh – inhibitors of ATXN2 expression; HEK-293 ATXN2-luciferase reporter, luminescence, 24 h; Potency, µM (series often up to 57 µM), for the others: at the highest dose activity change, negative = inhibition, most hits filed as inhibitors; hit rate 0.72% among 360,000; AID 1745845; further: on the % scale 0 is the no-effect control and ±100 the full control effect; nearly all actives have a fitted effect of over 55% in size
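qHTS (up to 57 uM final) was run with 24 h compound exposure of reporter cells at 37 °C. Each well was multiplexed: SteadyGlo luminescence measured ATXN2-luciferase expression after a fluorogenic Gly-Phe-AFC viability readout (25 uM final).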
* hit, by the source's call; i = inactive; ? = inconclusive; . = not tested or not shown; [ ] = another dose, or the depositor's remark. The call rests on the fitted dose curve; in most records, active means well fitted curve in the direction sought with a large enough effect; inconclusive means small, poorly fitted or top-dose-only effect, or another doubt; inactive means no such curve, though single readings can be large; an effect the other way counts as inactive or inconclusive. Potency means the concentration at half of the fitted maximal effect. Some of the compounds tested. The share of hits here may be higher or lower than overall.

The opening 4 compounds, to show the layout:
SMILES	MCF10A rereplic	TGFb SMAD3 inh	ATXN viability	EPAC2 antag	Nrf2 ARE act	A549 viability	Nrf2 inh	HepG2 viability	ATXN2 expr inh
Clc1ccc2nc(C3CCCCC3)c(CC3CCCCC3)n2c1	.	10%	i	?	-0.2%	.	.	6%	1%
COc1ccc(-c2cc(C)no2)cc1S(=O)(=O)NCC1CCN(Cc2cc(C)ccc2C)CC1	?	?	i	-1%	3.3%	-9%	8%	-34%	-4%
CCCC(=O)Nc1c(-c2ccc(OC)cc2)c(=O)c2ccccc2n1C	0%	7%	i	-2%	-0.5%	2%	1%	-7%	3%
CCOC(=O)c1c(CN2CCCCC2)oc2ccc(O)cc12	6%	0%	i	3%	4.6%	4%	-1%	0%	0%

Main list, previewed entries included:
SMILES	MCF10A rereplic	TGFb SMAD3 inh	ATXN viability	EPAC2 antag	Nrf2 ARE act	A549 viability	Nrf2 inh	HepG2 viability	ATXN2 expr inh
Clc1ccc2nc(C3CCCCC3)c(CC3CCCCC3)n2c1	.	10%	i	?	-0.2%	.	.	6%	1%
COc1ccc(-c2cc(C)no2)cc1S(=O)(=O)NCC1CCN(Cc2cc(C)ccc2C)CC1	?	?	i	-1%	3.3%	-9%	8%	-34%	-4%
CCCC(=O)Nc1c(-c2ccc(OC)cc2)c(=O)c2ccccc2n1C	0%	7%	i	-2%	-0.5%	2%	1%	-7%	3%
CCOC(=O)c1c(CN2CCCCC2)oc2ccc(O)cc12	6%	0%	i	3%	4.6%	4%	-1%	0%	0%
COc1ccc(S(=O)(=O)N(CC(=O)NCc2ccccc2)c2ccc(C)cc2)cc1OC	.	?	.	.	-4.1%	0%	3%	-99%	?
Cc1cc(N2CCC(C)CC2)nc2cccc(O)c12	0%	-24%	i	-19%	3.3%	-3%	?	-32%	7%
CCOC(=O)c1c(NC(=O)C2CCCN(S(=O)(=O)c3ccccc3)C2)sc2c1CCCC2 (stereo not drawn)	?	-18%	i	-15%	-0.7%	-6%	?	4%	-1%
COc1ccc(CCNC(=O)CSc2nc(O)c(CC(C)C)c(=O)[nH]2)cc1OC	-1%	1%	i	4%	0.0%	-1%	.	-26%	-24%
COc1ccc(CCNS(=O)(=O)c2cccc(C)c2)cc1OC	2%	0%	i	3%	-0.5%	?	-20%	6%	-5%
Cc1ccc(S(=O)(=O)N2CCN(C(=O)COC(=O)COc3ccc(Cl)c(C)c3)CC2)c(C)c1	?	?	i	-3%	-0.2%	2%	2%	-12%	-5%
O=C1CC2(CC(c3ccc(Cl)cc3)=NO2)C(=O)N1c1ccccc1 (stereo not drawn)	-44%[inhibitor]	20%	i	-9%	-0.3%	-2%	4%	35%	-1%
CCOn1c(=O)c(-c2ccc(OC)c(OC)c2)[n+]([O-])c2ccccc21	12%	0%	i	8%	0.1%	-17%	-1%	-11%	2%
COc1cccc2c(=O)cc(C)n(CC(=O)Nc3ccc(C)c(C)c3)c12	12%	-5%	i	10%	1.8%	-9%	?	-40%	-13%
O=C(O)c1cc(-c2ccc(N3CCOCC3)cc2)nn1-c1ccc(F)cc1F	-2%	-1%	i	-9%	-0.4%	8%	-6%	1%	4%
CCC(=O)Nc1cccc(-c2cn3ccccc3n2)c1	3%	-20%	i	-4%	3.5%	2%	17%	13%	0%
COc1ccc2[nH]c(C)cc(=O)c2c1	-1%	0%	i	0%	0.2%	-8%	-12%	7%	-12%
CC(C)C(=O)Nc1ccc(N2CCN(c3ccc(F)cc3)CC2)cc1	0%	-6%	i	8%	0.1%	2%	26%	5%	-10%
CC(NC(=O)C1CCN(C(=O)Nc2ccccc2)CC1)c1ccccc1Cl (stereo not drawn)	.	-13%	i	-6%	-0.2%	12%	-6%	-24%	.
CC(C)NC(=O)N1c2ccccc2Sc2ccccc21	?	-25%	.	5%	-1.0%	-9%	-14%	-3%	-21%
NC1=NC(=O)/C(=C/c2ccccc2OS(=O)(=O)c2ccccc2)S1	1%	10%	i	1%	2.8%	4%	-1%	-1%	-3%
O=C(COC(=O)c1ccccc1Nc1ccc(SC(F)F)cc1)NC1CC1	?	-6%	i	-18%	5.4%	2%	?	-36%	2%
C=CCN(CC=C)C(=O)c1ccccc1NC(=O)c1ccccc1C	-8%	?	i	1%	-0.3%	7%	.	-9%	-11%
COCCn1c(SCc2cccc([N+](=O)[O-])c2)nc2ccccc2c1=O	9%	0%	i	?	5.4%	1%	?	-12%	-19%
COc1ccc(CNC(=O)Cc2coc3ccc(C(C)C)cc23)cc1	.	?	i	.	1.3%	11%	?	-27%	-12%
C/C=C/C(=O)NCCc1ccc(OC)c(OC)c1	8%	3%	i	-2%	0.0%	1%	?	12%	-15%[11.3 µM]
Further records follow:
SMILES	MCF10A rereplic	TGFb SMAD3 inh	ATXN viability	EPAC2 antag	Nrf2 ARE act	A549 viability	Nrf2 inh	HepG2 viability	ATXN2 expr inh
COc1ccc(-n2nnc3c(SCC(=O)OCc4ccccc4)ncnc32)cc1	12%	2%	i	0%	-1.8%	-1%	4%	8%	-18%
COc1ccc(C(CC(=O)Nc2nccs2)C(C)C)cc1 (stereo not drawn)	-6%	?	i	-11%	-0.6%	-4%	2%	-15%	11%
CNCCCCOc1ccc(C(C)(C)C)cc1Cl	-1%	?	i	-5%	2.6%	1%	10%	-54%	-4%
CC(C(=O)N1c2ccccc2CC1C)N1CCN(S(=O)(=O)c2ccccc2F)CC1 (stereo not drawn)	-8%	-7%	i	-1%	-0.5%	0%	?	-9%	-7%
CCn1cc2c(c1-c1cccc(C)c1)c(=O)n(C)c(=O)n2C	0%	10%	i	5%	-0.3%	-1%	9%	-5%	3%
CCOc1ccccc1NC(=O)CSC1=C(C#N)C(c2ccco2)C(C(=O)Nc2nc3ccccc3s2)=C(C)N1 (stereo not drawn)	?	1%	i	-11%	2.8%	-7%	-1%	-4%	-16%
Cc1ccccc1NC(=O)CSc1nc2n(n1)CCCCC2	3%	2%	i	14%	0.4%	0%	5%	-4%	7%
S=C(NCc1ccc(Cl)cc1)NCc1ccccn1	-10%	7%	i	3%	0.2%	?	-18%	-21%	-2%
COc1ccc(/C=C/c2nc(-c3ccccc3)cc(=O)[nH]2)cc1	?	-2%	i	1%	3.1%	-2%	-14%	-10%	-4%
Cc1csc(SCC(=O)NC(=O)NC(C)C)n1	-1%	13%	i	-1%	0.6%	1%	-1%	2%	-21%
COc1ccc(NC(=O)CSC2=NCCN2)cc1	?	7%	i	2%	5.5%	2%	-14%	-39%	21%
COc1cc(SC)ccc1C(=O)NCCOc1ccc(F)cc1	1%	-3%	i	-6%	1.3%	-2%	8%	3%	56%[activator]
Cc1ccc(C(=O)CC(C(=O)O)n2cncn2)cc1 (stereo not drawn)	-2%	2%	i	0%	0.4%	5%	2%	2%	6%
Cc1ccc(-c2oc3ccccc3c(=O)c2OCC(=O)O)cc1	10%	1%	i	-8%	-0.3%	-4%	?	3%	3%
Cn1c(NCCCO)nc2c1c(=O)n(Cc1cccc(F)c1)c(=O)n2C	.	3%	i	.	0.3%	-2%	-16%	6%	-7%
CCN(CC)C(=O)/C(NC(=O)c1ccccc1)=C(/Sc1ncccn1)c1ccccc1	2%	-8%	i	8%	-1.3%	-7%	-2%	1%	-7%
CCCCN(C(=O)c1cc(=O)[nH]c2ccccc12)c1c(N)n(CCC)c(=O)[nH]c1=O	8%	3%	i	3%	0.0%	-5%	4%	9%	0%
CCCCCNC(=O)C(C)Sc1ccc(Cl)cc1 (stereo not drawn)	1%	-20%	i	-4%	0.4%	9%	.	-4%	-4%
Cc1ccc(-c2cccc(NC(=O)C3C(C(=O)O)[C@@H]4C=C[C@H]3C4)c2)o1 (stereo partly drawn)	8%	-27%	i	2%	-0.6%	-10%	-7%	16%	1%
COc1cc(C(=S)N2CCOCC2)ccc1OC(=O)Cc1ccc(F)cc1	4%	?	?	13%	0.5%	-9%	?	-1%	4%
Cc1cc2c(=O)c(C(=O)c3ccncc3)cn(CC(=O)Nc3cccc(C)c3C)c2cc1C	.	1%	.	.	0.6%	1%	.	-10%	.
Cc1ccc(CC(=O)NCC(O)c2ccccc2)cc1 (stereo not drawn)	-8%	-12%	i	5%	1.8%	3%	7%	13%	9%
CCN(C(=S)Nc1cc(S(=O)(=O)N2CCOCC2)ccc1Cl)c1cccc2ccccc12	?	?	i	9%	-0.4%[9.22 µM]	17%	-2%	-25%	-13%
COc1cccc(-c2csc(-c3c(N)c(C(=O)c4ccc5c(c4)OCO5)n4ccccc34)n2)c1	.	0%	i	.	-0.5%	0%	2%	-6%	1%
O=C(Cn1cc(S(=O)(=O)Cc2ccccc2Cl)c2ccccc21)Nc1ccc(F)cc1F	.	?	.	.	-0.1%	-23%	?	-19%	.

3 of the entries above in order of the EPAC2 antag value, lowest first.
SMILES,EPAC2 antag
CNCCCCOc1ccc(C(C)(C)C)cc1Cl,-5%
COc1ccc(NC(=O)CSC2=NCCN2)cc1,2%
CCN(C(=S)Nc1cc(S(=O)(=O)N2CCOCC2)ccc1Cl)c1cccc2ccccc12,9%

The listing continues:
SMILES	MCF10A rereplic	TGFb SMAD3 inh	ATXN viability	EPAC2 antag	Nrf2 ARE act	A549 viability	Nrf2 inh	HepG2 viability	ATXN2 expr inh
O=[N+]([O-])c1cccc(Cn2cnc3c(=S)nc[nH]c32)c1	-40%	26%	i	1%	-0.4%	6%	-19%	9%	?
N#C/C(=C/c1ccc(N2CCCCCC2)o1)c1ccc(Cl)cc1	2.9µM*	77%[activator]	?	10%	11µM*	?	-7%	-45%	?
Cc1cccc(NC(=O)C2C(c3ccccc3)C2(Cl)Cl)c1 (stereo not drawn)	?	?	i	-8%	0.2%	12%	?	-31%	-15%
CC(C)C(c1nnnn1Cc1ccc2c(c1)OCO2)N1CCN(c2ccccc2)CC1 (stereo not drawn)	-27%	26%	i	2%	0.1%	-3%	-7%	1%	-5%
Cc1nnc(-c2cccc(C(F)(F)F)c2)nc1N1CCOCC1	-37%[inhibitor]	0%	i	-1%	?	-5%	9%	0%	-6%
CNC(=O)C1CC(=O)N(Cc2ccc(OC)c(OC)c2)C(=Nc2ccc(OC)cc2)S1 (stereo not drawn)	14%	6%	i	-3%	-0.2%	-18%	-15%	4%	-2%
CC(NC(N)=O)C12CC3CC(CC(C3)C1)C2 (stereo not drawn)	-2%	0%	i	8%	3.2%	3%	17%	-4%	12%

Screening data: PubChem BioAssay, National Center for Advancing Translational Sciences (NCATS)
